Screening data from PubChem.
D3 ag = qHTS of D3 Dopamine Receptor Agonist: qHTS; max activation, %; AID 652048, 2013; D3R DiscoveRx beta-arrestin cells, luminescence, 90 min; 410,000 tested, 0.58% active; D(3) dopamine receptor (Homo sapiens), P35462; in the data active means max activation above about 30%; further: 0% is about no effect; mostly tested at two doses, the higher about 12 µM
Target sequence (P35462 whole entry, looked up): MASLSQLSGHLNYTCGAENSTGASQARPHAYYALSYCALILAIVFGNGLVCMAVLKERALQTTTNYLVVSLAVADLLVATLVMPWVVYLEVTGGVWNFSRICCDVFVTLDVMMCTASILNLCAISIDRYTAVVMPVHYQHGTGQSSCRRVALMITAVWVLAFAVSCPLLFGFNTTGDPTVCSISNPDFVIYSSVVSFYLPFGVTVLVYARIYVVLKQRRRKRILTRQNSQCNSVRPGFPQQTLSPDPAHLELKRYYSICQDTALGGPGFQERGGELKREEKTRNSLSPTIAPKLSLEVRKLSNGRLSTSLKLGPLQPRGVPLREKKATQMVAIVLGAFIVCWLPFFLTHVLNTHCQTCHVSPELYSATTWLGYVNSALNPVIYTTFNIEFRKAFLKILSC
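Agonist mode: compounds and dopamine controls were applied to plated cells for 90 min at 37 degrees C after an overnight attachment at 1500 cells/well. Luminescent read-out followed 30 - 60 minutes at room temperature with DiscoveRx detection reagent.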
MmCpn inh = Inhibitors of TCP-1 ring complex (TRiC) of Methanococcus maripaludis (MmCpn): qHTS; Chaperonin Mm-Cpn (Methanococcus maripaludis); purified Mm-Cpn ATPase, ADP Transcreener TR-FRET; Potency, µM (titrated, usually from 76.9 µM), for inactives: top-dose activity, negative = inhibition, usual class: inhibitors; 330,000 tested, 0.031% active; further: potency means the concentration at half of the fitted maximal effect; on the % scale 0 is the no-effect control and ±100 the full control effect; nearly all actives have a fitted effect of over 80% in size
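ATPase turnover read by TR-FRET ADP competition (Eu cryptate antibody/ADP-d2, 665/590 nm): 10uM ATP final, 25nM Mm-CPN final, 30 min 37degC after 10-min compound preincubation, pH 7.4 Tris/KCl/MgCl2/DTT buffer.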
PTHR1 ag = qHTS for PTHR1 Agonists: Primary Screen | Potency, µM (titrated, usually from 115 µM), inactives show at the top dose activation, actives largely listed as activators | AID 743266, 2014 | HEK293 GP2 PTHR1 cells, GloSensor cAMP luminescence, 1 h | 410,000 tested, 0.075% active | Parathyroid hormone/parathyroid hormone-related peptide receptor (Homo sapiens), Q03431; further: potency means the concentration at half of the fitted maximal effect; nearly all actives have a fitted effect of over 55% in size; some results filed as inactive show a strong effect at the top dose; inactives centre near -15; many of its hits are not listed in these tables
Target sequence (Q03431 whole entry, looked up): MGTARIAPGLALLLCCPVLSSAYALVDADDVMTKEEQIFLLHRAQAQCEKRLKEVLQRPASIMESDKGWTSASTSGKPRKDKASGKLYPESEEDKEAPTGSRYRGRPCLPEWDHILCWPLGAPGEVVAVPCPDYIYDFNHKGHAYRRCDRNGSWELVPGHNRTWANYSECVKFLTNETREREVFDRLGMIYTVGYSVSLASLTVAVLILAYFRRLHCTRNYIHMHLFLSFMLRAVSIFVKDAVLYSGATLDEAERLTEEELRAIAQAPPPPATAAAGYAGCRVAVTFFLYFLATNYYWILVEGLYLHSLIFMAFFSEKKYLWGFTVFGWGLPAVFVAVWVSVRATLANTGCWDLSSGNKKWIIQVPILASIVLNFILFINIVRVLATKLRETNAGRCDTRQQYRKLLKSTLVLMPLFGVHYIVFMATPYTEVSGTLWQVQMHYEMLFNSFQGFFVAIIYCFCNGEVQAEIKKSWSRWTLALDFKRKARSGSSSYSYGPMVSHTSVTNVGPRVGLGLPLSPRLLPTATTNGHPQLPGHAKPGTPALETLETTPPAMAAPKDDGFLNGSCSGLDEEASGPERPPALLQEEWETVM
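HEK-293-derived GP2 cells expressing PTHR1 and a GloSensor cAMP reporter, 3,000/well, plated overnight, given luciferin plus IBMX (each 0.5 mM as added) for 1 h at 37 °C, then compound for 1 h at 37 °C. Luminescence was read after 15 min at room temperature.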
D3 antag = qHTS of D3 Dopamine Receptor Antagonist: qHTS; AID 652054, 2013; max response, negative = inhibition, %; D3R cells, DiscoveRx beta-arrestin luminescence, antagonist mode; stronger effect = lower value; 360,000 tested, 2.5% active; in the data active means max response below about -50%; inconclusive means no clear call, values can overlap the other calls; further: on the % scale 0 is the no-effect control and ±100 the full control effect; mostly tested at two doses, the higher about 12 µM
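Cells expressing the human receptor were seeded at 1500 cells/well, incubated overnight at 37 degrees C in 5% CO2, then exposed to library compounds with dopamine controls for 90 minutes at 37 degrees C before luminescent detection.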
Akt phos inh = HTS Assay for Inhibitors of Akt Phophorylation: Primary Screen; Neuro2A IGF-stimulated pAkt S473 HTRF, 20 min; stronger effect = lower value; activity change, % for hits at 50 µM; 360,000 tested, 0.32% active; AID 651550, 2012; in the data active means activity change below about -80%; inconclusive means mostly about -51% to -80%; further: on the % scale 0 is the no-effect control and ±100 the full control effect
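Neuro2A cells in DMEM with 0.5% FBS, overnight at 37 deg C, given compound at single 50 µM final, then IGF (6 nM final) for 20 min at 37 deg C. Lysed; phospho-Akt Ser473 by HTRF after 24 h, 665/615 ratio.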
CCT chaperon mod = High-Throughput Screening for Modulators of Cytosolic Chaperonin Activity. purified chaperonin ATPase assay, HTRF ADP detection, 30 min. activity change, % (concentration not given with the values), hits read low. 360,000 tested, 0.3% active. AID 651819, 2012; in the data active means activity change below about -30%; further: on the % scale 0 is the no-effect control and ±100 the full control effect
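Nucleotide hydrolysis assay: TRiC at 20–40 nM final (set by batch activity) with 10 uM ATP, 30 min at 37 °C, in presence of 76 uM compound. Detection by competitive ADP HTRF, 30 min ambient.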
EPAC2 ag = qHTS for Agonist of cAMP-regulated guanine nucleotide exchange factor 4 (EPAC2): primary screen | EPAC2 activation, biochemical qHTS; response scale: 100% = 6.5 mM cAMP response | AID 720711, 2013 | Rap guanine nucleotide exchange factor 4 (Homo sapiens), Q8WZA2 | 360,000 tested, 0.079% active | Potency, µM (highest dose often 154 µM), without a hit: at the highest dose activation, actives largely listed as activators; further: potency means the concentration at half of the fitted maximal effect; nearly all actives have a fitted effect of over 50% in size
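Fluorescence exchange assay: 100 nM EPAC2 with 250 nM RAP1B-BODIPY-GDP and 50 uM GDP; compounds tested as a concentration-titration series (qHTS). Loss of Rap1-bound BODIPY-GDP fluorescence read at 480/540 nm; data normalized to 6.5 mM cAMP.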
EPAC2 antag = qHTS for Antagonist of cAMP-regulated guanine nucleotide exchange factor 2 (EPAC2): primary screen; Rap guanine nucleotide exchange factor 4 (Homo sapiens), Q8WZA2; EPAC2 GEF exchange of Rap1B-BODIPY-GDP, fluorescence; Potency, µM (top dose mostly 114 µM), inactives show at the highest dose activity, negative = inhibition, hits mostly inhibitors; 360,000 tested, 0.18% active; further: potency means the concentration at half of the fitted maximal effect; on the % scale 0 is the no-effect control and ±100 the full control effect; nearly all actives have a fitted effect of over 45% in size; many of its hits are not listed in these tables
The depositor's hits bear a star; i = inactive; u = inconclusive; x = not tested or not shown; [ ] = another dose, or the depositor's remark. Unless noted, the call rests on the fitted dose curve; in most records, active means well fitted curve in the direction sought with a large enough effect; inconclusive means small, poorly fitted or top-dose-only effect, or another doubt; inactive means no such curve, though single readings can be large; an effect the other way counts as inactive or inconclusive.

SMILES	EPAC2 antag	MmCpn inh	D3 ag	EPAC2 ag	Akt phos inh	PTHR1 ag	D3 antag	CCT chaperon mod
COc1ccc(NC(=O)NNC(=O)C(C)Oc2ccc3ccccc3c2)cc1 (centres undefined)	1%	1%	3	3%	i	-2%	13	-1.9
O=NN(CC(=O)NN=CC=Cc1ccccc1)CC(=O)NN=CC=Cc1ccccc1	-11%	x	11	2%	i	-11%	57	-1.5
O=C1CC2(CCN(C(=O)COc3ccc(Cl)cc3)CC2)Oc2ccccc21	2%	0%	1	10%	i	-22%	-7	1.1
O=C(CSc1nnnn1C1CCCCC1)N1CCOCC1	3%	-1%	-2	4%	i	i	2	1.5
O=C(OCC(=O)N1CCc2ccccc21)c1ccc([N+](=O)[O-])o1	-2%	1%	3	6%	i	i	-11	0.1
COc1ccc(OC)c(NC(=O)C(C)N2c3cccc4cccc(c34)S2(=O)=O)c1 (centres undefined)	-12%	-2%	2	14%	i	-16%	12	-5.4
COc1ccc(OCC(=O)N2CCN(c3cccc(Cl)c3)CC2)cc1	-5%	2%	-7	15%	i	17%	-16	0.1
COc1cc(Cl)c(C)cc1NC(=O)c1cccc(OC)c1OC	-9%	-1%	11	7%	i	-38%[inhibitor]	-11	-0.3
Cc1ccc(NC(=O)CCc2c(C)nc3ncnn3c2C)cc1	0%	-2%	0	-3%	x	i	4	-0.4
CCc1ccccc1NC(=O)c1cnn(-c2ccccc2)c1C	-9%	3%	4	-6%	i	i	3	-1.6
COc1ccc(-c2nc(C3CCCCC3)no2)cc1OC	-2%	0%	3	16%	i	-14%	-22	-0.9
CC1Cc2ccccc2N1C(=O)C12CCC(C)(C(=O)C1)C2(C)C (centres undefined)	-3%	-1%	0	-6%	i	i	-10	-0.1
O=C(NCCc1ccccc1)c1cccs1	-2%	1%	-1	-4%	i	-27%	6	0.5
CCOC(=O)C/C(C)=N\Nc1nc(-c2ccccc2)cs1	3%	1%	-1	11%	i	-20%	-11	0.1
COc1cccc(CNC(=S)Nc2cc(C)cc(C)c2)c1	2%	-1%	8	5%	i	i	12	1.8
CC(=O)Nc1ccc(NC(=S)NC(=O)c2oc3ccccc3c2C)cc1	11%	1%	-2	0%	i	-1%	-4	0.8
O=C(Nc1ccccc1F)C1CCN(S(=O)(=O)c2cccc3nonc23)CC1	13%	1%	-3	8%	i	-11%	-16	0.3
COc1ccc(-n2nc(C(=O)NCc3ccco3)c3c4ccccc4n(C)c3c2=O)cc1Cl	18%	-1%	6	6%	i	-3%[57.5 µM]	1	0.6
CCOc1ccc(S(=O)(=O)N(CC)CC(=O)NCc2ccco2)cc1C	-12%	1%	-2	5%	i	-16%	11	0.2
Cc1csc(SCC(=O)O)n1	-1%	1%	-3	8%	i	-36%[inhibitor][57.5 µM]	0	-3.5
COc1ccc(CN2[C@@H](CC(=O)O)c3ccccc3S2(=O)=O)cc1	34%[activator]	x	-24	11%	i	14%	-7	-1.4
Cc1c(Cl)cccc1NC(=O)NCc1ccncc1	2%	-1%	-22	5%	i	-7%	4	-1.8
COc1cccc(-n2c(CNc3ccc(F)cc3)nnc2SCC(N)=O)c1	4%	2%	13	-6%	i	-10%[57.5 µM]	10	0.4
C[C@H](CO)N1C[C@H](C)[C@@H](CN(C)S(=O)(=O)c2cccs2)Oc2ccc(NS(=O)(=O)c3ccccc3)cc2C1=O	2%	1%	-18	5%	i	-23%	0	-1.0
C=CCN(CC=C)C(=O)COn1nnc2ccc(S(=O)(=O)N3CCOCC3)cc21	4%	0%	-6	6%	i	-23%	u	1.9
COc1cc2c(Cc3ccccc3)cncc2cc1O	9%	x	6	6%	i	i	8	-2.3
COc1cc(C(=O)Oc2ccccc2OC(=O)c2cc(OC)c(OC)c(OC)c2)cc(OC)c1OC	-17%	x	-6	-15%	i	-36%[inhibitor]	28	0.1
Cc1ccc2c(c1)N(CC(=O)NCCCN1CC(C)CC(C)C1)C(=O)c1cccnc1O2 (centres undefined)	-2%	1%	-9	-1%	i	-24%	u	0.8
Cc1c(C(=O)O)sc(S(=O)(=O)N2CCN(C(=O)Cc3ccc(Cl)cc3)CC2)c1C(=O)O	17%	x	4	1%	i	-17%	25	-0.3
Nc1cc(-c2ccccc2)nn1S(=O)(=O)c1ccc(F)cc1	-17%	-5%	4	16%	i	i	25	0.6

Given with two lines to a compound: four of the compounds above
Sequence of screens: EPAC2 antag, MmCpn inh, D3 ag, EPAC2 ag, Akt phos inh, PTHR1 ag, D3 antag, CCT chaperon mod
CCOC(=O)C/C(C)=N\Nc1nc(-c2ccccc2)cs1
  3%, 1%, -1, 11%, i, -20%, -11, 0.1
COc1cccc(CNC(=S)Nc2cc(C)cc(C)c2)c1
  2%, -1%, 8, 5%, i, i, 12, 1.8
CC(=O)Nc1ccc(NC(=S)NC(=O)c2oc3ccccc3c2C)cc1
  11%, 1%, -2, 0%, i, -1%, -4, 0.8
O=C(Nc1ccccc1F)C1CCN(S(=O)(=O)c2cccc3nonc23)CC1
  13%, 1%, -3, 8%, i, -11%, -16, 0.3

Full records from above. Screens in order: EPAC2 antag, MmCpn inh, D3 ag, EPAC2 ag, Akt phos inh, PTHR1 ag, D3 antag, CCT chaperon mod
Shown for C[C@H](CO)N1C[C@H](C)[C@@H](CN(C)S(=O)(=O)c2cccs2)Oc2ccc(NS(=O)(=O)c3ccccc3)cc2C1=O → 2%, 1%, -18, 5%, i, -23%, 0, -1.0
Shown for COc1cccc(-n2c(CNc3ccc(F)cc3)nnc2SCC(N)=O)c1 → 4%, 2%, 13, -6%, i, -10%[57.5 µM], 10, 0.4
Shown for O=NN(CC(=O)NN=CC=Cc1ccccc1)CC(=O)NN=CC=Cc1ccccc1 → -11%, x, 11, 2%, i, -11%, 57, -1.5
Shown for COc1ccc(CN2[C@@H](CC(=O)O)c3ccccc3S2(=O)=O)cc1 → 34%[activator], x, -24, 11%, i, 14%, -7, -1.4
Shown for COc1cc(Cl)c(C)cc1NC(=O)c1cccc(OC)c1OC → -9%, -1%, 11, 7%, i, -38%[inhibitor], -11, -0.3

(next part)
SMILES	EPAC2 antag	MmCpn inh	D3 ag	EPAC2 ag	Akt phos inh	PTHR1 ag	D3 antag	CCT chaperon mod
Cc1cccc(NC(=S)NC(=O)c2ccco2)c1C	-9%	5%	-2	1%	i	-18%	-4	0.1
c1ccc(-n2c(-c3ccncc3)nnc2-c2cccs2)cc1	9%	1%	2	-2%	i	i	22	1.7
CC1CCCCC1NC(=O)COC(=O)Cc1ccc(Br)cc1 (centres undefined)	-7%	0%	-2	4%	i	-13%	6	-1.3
Cc1noc(NS(=O)(=O)c2ccc(NC(=O)CSc3nc4ccccc4[nH]3)cc2)c1C	0%	1%	6	-5%	i	-3%[57.5 µM]	3	-2.8
C[C@@H]1COC(=O)[C@H](CC(=O)OC(C)(C)C)C/C=C\C[C@@H](CC(=O)N(CCO)Cc2ccccc2)C(=O)N1	12%	2%	-8	0%	i	15%	0	-1.3
Cn1c(SCc2nc(-c3cccs3)no2)nnc1C1CCCCC1	-2%	0%	0	7%	i	i	3	2.1
COc1ccc(NC(=O)C2C3C=CC(O3)C2C(=O)NCc2cccnc2)cc1 (centres undefined)	15%	1%	5	2%	i	-21%	15	-0.9
COc1ccc(-c2cc(C(=O)O)c(C)o2)cc1OC	4%	0%	1	-3%	x	-38%[inhibitor]	-18	0.5
CC(=O)NNc1cc(N2CCOCC2)nc(N2CCOCC2)n1	23%	-8%	-9	7%	i	-23%	-29	-0.8
CC(C)(C)c1ccccc1NC(=O)C1=COCCO1	-8%	-2%	3	10%	i	-12%	1	2.2
Cc1ccc(S(=O)(=O)N2CCCCC2)cc1NC(=O)CCNC(=O)c1ccccc1Cl	-6%	x	2	1%	i	-16%	26	0.4
C=CCn1c(SCC(=O)N2CCOCC2)nc2sc(CC)cc2c1=O	7%	1%	3	2%	i	-40%[inhibitor]	-7	0.0
N#CC1(Nc2ccc(S(N)(=O)=O)cc2)CCCC1	31%[activator]	x	-6	25%	i	-10%	-1	-0.1
O=C(CNC(=O)C12CC3CC(CC(C3)C1)C2)OCc1ccc(F)cc1Cl	-13%	0%	2	2%	i	-77%[inhibitor]	-2	-1.9
Cc1cccc(OC(C)c2ccnc3nc(/N=C/N(C)C)nn23)c1 (centres undefined)	-2%	-2%	-7	0%	i	-1%	-18	-1.5
Cn1nnnc1SCCNC(=O)C1CCC(=O)N(CCc2ccccc2)C1 (centres undefined)	5%	0%	-1	-1%	i	-15%	-1	0.2
Cc1ccccc1OCCn1cc(/C=C(\C#N)C(=O)NCc2ccco2)c2ccccc21	-2%	3%	6	-6%	i	-2%	0	-2.5
CCCCCCCCN1C(=O)[C@H](CC(=O)N2CCOCC2)C[C@@]2(C(=O)OC)CC(C)(C)CC=C12	-20%	x	-3	-9%	i	-36%[inhibitor]	-7	x
Oc1ccc(C=NNC(=S)Nc2ccccc2)nc1	-14%	x	2	-10%	i	i	70	1.3
O=C(Nc1ccc(CN2CCS(=O)(=O)CC2)cc1)c1ccc(C(F)(F)F)cc1	-17%	0%	23	20%	i	-43%[inhibitor]	17	0.5
Cc1ccnc(N2CCN(C(=O)CSc3nc4ccccc4nc3N3CCC(C)CC3)CC2)c1	-18%	-6%	5	-3%	i	-29%	16	-0.9
O=C(CCSc1ccccc1)NC(=O)COC(=O)c1ccc(OC(F)F)cc1	0%	0%	-8	8%	i	-6%	1	0.3

An excerpt; count on the stated rates, not on these rows.
